Screens: PubChem BioAssay, several laboratories
EBV gp42 inh: Epstein-Barr virus gp42 inhibitors, primary screen, biochemical, uHTS, fluorescence polarization; Glycoprotein 42 (Epstein-Barr virus (strain AG876)), Q1HVG2; Fluorescence polarization binding assay, mP read-out; inhibition, % (tested at 21.74 µM); 0.42% of 220,000 active; AID 1085, 2008; in the data active means inhibition above about 50%
Target sequence (Q1HVG2 whole entry, looked up): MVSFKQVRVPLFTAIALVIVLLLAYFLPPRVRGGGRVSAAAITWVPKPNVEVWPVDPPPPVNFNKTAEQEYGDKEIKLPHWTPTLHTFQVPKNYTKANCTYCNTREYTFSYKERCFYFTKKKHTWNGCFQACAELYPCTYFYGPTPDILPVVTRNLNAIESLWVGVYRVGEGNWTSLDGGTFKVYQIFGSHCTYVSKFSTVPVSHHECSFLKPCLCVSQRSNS
Runt-SMMHC FRET: inhibitors of RUNX1 Runt–CBFb-SMMHC binding, primary screen, biochemical, FRET, Cerulean-Runt, Venus-CBFb-SMMHC, uHTS; Cerulean-Runt/Venus-CBFb-SMMHC FRET ratio 530/480, 1 h; inhibition, % at 20 µM; Runt-related transcription factor 1 (Homo sapiens) + Core-binding factor subunit beta …; 0.74% of 220,000 active;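 active means mean inhibition across duplicate retests at 20 µM reaching about 50%, limit read from the data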;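 further: 0% = DMSO wells and 100% = wells with excess untagged CBFb-SMMHC; inhibitors lower the FRET ratio by blocking Runt binding to CBFb-SMMHC; some results filed as inactive read as strong as hits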
PPC-1+TRAIL kill: compounds killing PPC-1 cancer cells with TRAIL present, primary screen, TRAIL potentiator project, ATPLite luminescence, uHTS | PPC-1 cells + TRAIL, ATPLite viability luminescence | cell killing (% activity), % at 4 µM | 0.41% of 220,000 active;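 active means cell killing above 50% in the first pass at 4 µM, then a duplicate retest at 5 µM averaging 50% or more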;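 further: plate controls were cells with TRAIL plus DMSO for no effect and medium-only wells lacking cells for full effect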
TNF necrop inh: inhibitors of TNF-alpha triggered necroptosis, primary screen, cell-based, Jurkat FADD-/-, single concentration | AID 463075, 2010 | Jurkat FADD-/- TNF necroptosis rescue, ATP luminescence, 24 h; 0 = TNF only, 100 = no-TNF cells | 0.068% of 220,000 active | activation (protection from cell death), % at 10 µM;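 active means activation, meaning protection from cell death, of at least 50% relative to plate controls; inactive means activation below 50%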;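 further: necroptosis triggered by 40 ng/mL TNF-alpha added together with compound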
CHOP inh: inhibitors of CHOP promoter induction, primary screen, cell-based, unfolded protein response, luciferase reporter; CHO-K1 CHOP-promoter luciferase, tunicamycin-induced, 15-18 h; inhibition, % at 10 µM; 3.8% of 220,000 active; AID 2732, 2010;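 active means compounds that reduced the stress-induced luciferase reporter signal by more than about 70% of percent inhibition, limit read from the data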;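 further: 0% = tunicamycin plus vehicle and 100% = wells without tunicamycin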
MDM2 E3 inh: MDM2-luciferase reporter signal enhancers, primary screen, MDM2 E3 ligase inhibitor project, cell-based, luminescence, 1536-well | E3 ubiquitin-protein ligase Mdm2 (Homo sapiens), Q00987 | cell-based MDM2 ubiquitination luciferase reporter, 2 h; 0 = plate control, 100 = twice control, blank-subtracted | signal enhancement, % at 5 µM | 0.11% of 210,000 active;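 active means signal enhancement of 30% or more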;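 further: luminescence tracks abundance of the self-degrading MDM2-luciferase fusion protein; higher signal means inhibition of MDM2 E3 ligase activity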
Target sequence (Q00987 whole entry, looked up, the tested form may be a part): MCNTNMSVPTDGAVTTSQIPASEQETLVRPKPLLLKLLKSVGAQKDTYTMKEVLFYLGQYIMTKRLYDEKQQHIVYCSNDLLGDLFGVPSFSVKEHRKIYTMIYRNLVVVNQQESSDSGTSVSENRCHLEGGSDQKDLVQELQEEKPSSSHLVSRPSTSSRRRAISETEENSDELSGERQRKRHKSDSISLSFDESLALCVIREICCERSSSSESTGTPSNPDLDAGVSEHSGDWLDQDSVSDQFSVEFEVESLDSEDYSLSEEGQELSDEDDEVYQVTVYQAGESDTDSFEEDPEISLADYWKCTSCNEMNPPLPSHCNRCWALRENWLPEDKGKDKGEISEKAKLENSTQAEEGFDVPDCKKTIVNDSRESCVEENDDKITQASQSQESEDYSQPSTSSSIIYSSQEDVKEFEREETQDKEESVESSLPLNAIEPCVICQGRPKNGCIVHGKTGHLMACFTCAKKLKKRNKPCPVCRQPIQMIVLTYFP
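Assay system: stable mammalian line carrying autodegrading MDM2–luciferase fusion reporter; Input: 2000 cells in each well; Compound dosing: single-point 5 µM; Schedule: 2 h compound exposure at 37 °C; Signal: SteadyLite luciferase luminescence after 15 min room-temperature reagent incubation; Evaluation: % luminescence enhancement versus blank-corrected plate control mean; Benchmarks: plate controls and plate blanks.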
TRPML3 ag: human TRPML3 channel agonists, primary screen, cell-based, HEK293 TRPML3-YFP, Fluo-8 calcium fluorescence, 3 µM | 100% = the carbachol control signal | Mucolipin-3 (Homo sapiens), Q8TDD5 | activation, % at 3 µM | 0.29% of 220,000 active;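 active means activation above its plate's cutoff, the mean activation of the plate's test wells plus 3 SD, cut at about 12% in these data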;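 further: 0% = DMSO only wells and 100% = carbachol wells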
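Test system – HEK293 line with stable expression of human TRPML3-YFP channel · Control set – carbachol 87 µM final as high control (100%), DMSO as low control (0%) · Signal – Fluo-8 calcium dye fluorescence, ex 470-495, em 515-575 nm · Incubation – 1-h 37 °C dye load, 5-s basal, 120-s post-compound reads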
p47phox inh: p47phox/p22phox peptide binding inhibitors, primary screen, biochemical, uHTS, NADPH oxidase regulatory subunit; Neutrophil cytosol factor 1 (Homo sapiens), P14598; fluorescence polarization, 2 h; inhibition, % at 24.7 µM; 0.53% of 220,000 active; AID 1274, 2008;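 active means inhibition above about 30%, limit read from the data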;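 further: 0% = p47phox with labelled peptide and 100% = labelled peptide alone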
Target sequence (P14598 whole entry, looked up): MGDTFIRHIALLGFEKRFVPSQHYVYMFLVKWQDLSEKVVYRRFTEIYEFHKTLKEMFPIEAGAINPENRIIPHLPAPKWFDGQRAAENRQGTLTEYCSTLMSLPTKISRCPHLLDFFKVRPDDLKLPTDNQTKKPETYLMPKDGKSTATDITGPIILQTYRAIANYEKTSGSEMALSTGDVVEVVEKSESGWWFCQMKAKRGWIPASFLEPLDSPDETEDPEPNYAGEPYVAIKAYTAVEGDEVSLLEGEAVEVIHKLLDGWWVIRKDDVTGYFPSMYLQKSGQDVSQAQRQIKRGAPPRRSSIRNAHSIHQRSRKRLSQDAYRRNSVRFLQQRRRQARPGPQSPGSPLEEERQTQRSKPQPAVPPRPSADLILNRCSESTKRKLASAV
TRPN1 ag: zebrafish TRPN1 channel agonists, primary screen, cell-based, HEK293, calcium fluorescence; transient receptor potential cation channel N1 (TRPN1/NompC), Danio rerio; HEK293 zebrafish TRPN1-YFP, Fluo-8 calcium fluorescence; 100% = response to 87 µM carbachol; activation, % at 3 µM; 0.18% of 220,000 active;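 active means activation above its plate's cutoff, the mean activation of test wells on that plate plus 3 SD, cut at about 19% in these data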;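 further: 0% = DMSO alone and 100% = 87 µM carbachol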
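Assay system: Zebrafish TRPN1-YFP in HEK293 cells | Incubation: Dye loading 1 h at 37 °C, then 30 min room temperature | Measured by: Kinetic Fluo-8 fluorescence, ex 470-495, em 515-575 nm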
The depositor's hits bear a star; nt = not tested or not shown; & = joins results of further samples.

SMILES | EBV gp42 inh | Runt-SMMHC FRET | PPC-1+TRAIL kill | TNF necrop inh | CHOP inh | MDM2 E3 inh | TRPML3 ag | p47phox inh | TRPN1 ag
Cc1cnn(CCC(=O)NNC(=S)NCC(C)C)c1 | -14 | 6 | 18 | 0.7 | -4 | 7 | 0.8 | -2 | -0.1
COc1ccccc1C(=O)NN=C1CCN(Cc2ccccc2)CC1 | -9 | 4 | 12 | -0.4 | 3 | -16 | 0.3 | 4 | 0.7
CCOc1cc(N2CCOCC2)c(OCC)cc1NC(=O)c1cccc(N(C)C)c1 | -10 | 2 | 6 | 1.7 | -22 | -3 | -0.7 | -2 | -1.3
COC(=O)c1cn(NC(=O)c2cccnc2)c(=O)c2ccccc12 | 3 | -8 | 11 | 0.1 | 31 | -17 | 1.2 | 0 | 1.7
CCOC(=O)C1CCCN(C(=O)Cn2nc(CC)n3c(cc4sccc43)c2=O)C1 (configuration not stated) | -8 | -2 | 34 | -2.6 | 30 | -14 | -0.7 | -5 | 1.6
Cc1sc2nc(SCC(N)=O)n(C)c(=O)c2c1C | -8 | 4 | 34 | -2.2 | -18 | 7 | 0.5 | -16 | 0.5
C/C(=N\NC(=S)NC(C)C)c1ccc(C(C)(C)C)cc1 | 2 | 0 | -3 | 0.1 | 72* | 2 | -1.1 | -4 | -1.0
O=C1OCCN1C(=O)[C@H]1[C@H](c2ccc(F)cc2)C(c2ccc(F)cc2)=NN1c1ccccc1 | -57 | -10 | 29 | 0.1 | 30 | nt | 0.3 | -8 | -0.7
CC1(C)CC(=O)c2c(nc3ccccc3c2N)C1 | -9 | 1 | 16 | 5.3 | 1 | -2 | -0.7 | -2 | 0.2
Cc1cc(/C=N/Nc2ccc([N+](=O)[O-])cn2)c(C)n1-c1cccc(C(=O)O)c1 | -26 | -23 | 0 | -0.8 | 8 | -73 | 0.8 | -15 | 2.1
Cc1cc(C)cc(NC(=O)c2ccc(CNc3c(N4CCOCC4)c(=O)c3=O)cc2)c1 | -21 | 1 | 10 | -1.5 | -5 | -10 | 0.3 | -22 | 1.9
O=C(NCc1ccco1)c1cccnc1Cl | -11 | 0 | 23 | 1.4 | 14 | 9 | 0.9 | -11 | -0.7
C[C@@]12CCC=C[C@H]1[C@H](c1ccc(C(F)(F)F)cc1)N(Cc1ccccc1)C2=O | -24 | -5 | 4 | 0.6 | 43 | 6 | nt | 2 | nt
COc1ccc(CCN=C2SCC(=O)N2Cc2ccccc2)cc1OC | -28 | -1 | 8 | 0.5 | 16 | 1 | -1.1 | 2 | -2.9
O=C1OC(Nc2ccccn2)c2ccccc21 (configuration not stated) | -13 | -1 | -23 | -0.7 | -6 | -6 | 0.2 | -8 | 0.3
COC(=O)c1cc(C#N)c(=O)[nH]c1C | -2 | 3 | -4 | -0.6 | 11 | -13 | -0.2 | -1 | 0.9
Cc1ccc(C)c(N(Cc2cc3ccc(C)cc3[nH]c2=O)C(=O)c2ccco2)c1 | -7 | 4 | -6 | -1.6 | 18 | -10 | 0.0 | -14 | -0.7
NS(=O)(=O)c1ccc(CCNC(=O)c2cc(-c3ccccn3)nc3ccc(Br)cc23)cc1 | -19 | -4 | 27 | -1.0 | 28 | -7 | 0.3 | -29 | 0.5
CC(C)(C)c1ccc(NC(=O)C(=O)C2C(=O)Nc3ccccc32)cc1 (configuration not stated) | -9 | -1 | 33 | 0.4 | 101* | -2 | 1.0 | -14 | 1.5
O=C(Nc1nc(-c2ccccc2)cs1)c1ccc(=O)[nH]c1 | -2 | -5 | 14 | -2.7 | 13 | -17 | -0.6 | -41 | 4.0
C=CCOC(=O)c1cn(CC)c2nc(C)ccc2c1=O | -28 | 0 | -2 | -1.0 | 36 | -6 | 0.7 | -10 | -2.6
Cn1c(SCC(=O)O)nnc1-c1ccc(NC(=O)c2ccc(Cl)c(Cl)c2)cc1 | -10 | 2 | -5 | 3.6 | 0 | -17 | 0.7 | -2 | 1.6
CCn1c(Cc2ccccc2)n[nH]c1=S | -8 | 2 | 10 | 1.8 | 18 | nt | 0.4 | -3 | -0.3
Cc1ccc(C)c(NC(=S)Nc2ncccc2C)c1 | -7 | 21 | -16 | -0.4 | -22 | 0 | -0.2 | -11 | -1.4
COc1ccc(NC(=O)CC2Sc3ncnn3C2=O)cc1 (configuration not stated) | -8 | 7 | 22 | -0.1 | -1 | -6 | 0.1 | -12 | 0.3

Reprinted from the part before: 2 compounds, followed by the next part.
SMILES | EBV gp42 inh | Runt-SMMHC FRET | PPC-1+TRAIL kill | TNF necrop inh | CHOP inh | MDM2 E3 inh | TRPML3 ag | p47phox inh | TRPN1 ag
Cc1ccc(C)c(NC(=S)Nc2ncccc2C)c1 | -7 | 21 | -16 | -0.4 | -22 | 0 | -0.2 | -11 | -1.4
COc1ccc(NC(=O)CC2Sc3ncnn3C2=O)cc1 (configuration not stated) | -8 | 7 | 22 | -0.1 | -1 | -6 | 0.1 | -12 | 0.3
O=C(NNC(=S)Nc1ccc(Cl)cc1Cl)c1ccc(N2CCOCC2)c([N+](=O)[O-])c1 | -4 | 1 | 9 | -0.1 | 20 | -2 | 0.4 | -16 | 0.1
CCC1(c2ccc(Cl)cc2)NC(=O)N(Cc2ccc(C(=O)OC)cc2)C1=O (configuration not stated) | 7 | -3 | -8 | 0.1 | -1 | -4 | 2.4 | -10 | 4.8
O=c1[nH]cc(F)c(=O)[nH]1 | -9 | 0 | 9 | 4.6 | 12&9 | nt | 0.6 | 2 | 0.9
CCOC(=O)/C=C/C(=O)OCC(=O)Nc1c(Cl)cccc1Cl | -15 | -2 | -6 | 1.8 | -3 | -7 | 1.0 | 0 | -0.1
Cc1nccn1S(=O)(=O)c1ccc(Br)cc1Br | -30 | -2 | 3 | -2.7 | -15 | -9 | 0.8 | 4 | 0.8
Cc1cccc(NC(=O)COC(=O)Cc2cccc(C(F)(F)F)c2)c1C | -3 | -1 | 7 | 1.4 | 14 | -9 | -1.2 | -11 | -3.9
O=c1[nH]c(-c2ccccc2F)nc2c1sc(=S)n2Cc1ccccc1 | 11 | -6 | 36 | 0.2 | 43 | -13 | 1.1 | 2 | 1.7
Cc1cccc(NC(=O)CCC(=O)OCC(=O)c2ccc(Oc3ccc([N+](=O)[O-])cc3)cc2)c1 | -14 | 0 | 10 | -1.0 | 10 | nt | 1.6 | -13 | 1.8
Cc1ccnc(SCC(=O)Nc2oc(-c3ccccc3)c(-c3ccccc3)c2C#N)n1 | -14 | 0 | -11 | -0.8 | 52 | -12 | 0.9 | -86 | -1.4
Cn1c(CNC(=O)c2ccco2)nnc1SCC(=O)c1ccccc1 | 0 | -6 | -8 | -0.3 | -16 | -3 | 0.5 | -2 | 1.2
C/[N+]([O-])=C/c1c(OCc2ccc(Cl)cc2Cl)ccc2ccccc12 | 8 | 7 | 18 | 0.9 | -11 | -10 | 0.7 | -2 | -0.8
Cc1ccc(S(=O)(=O)c2c(C)cc(C)nc2Oc2cccc(C)c2C)cc1 | -5 | 1 | -14 | -5.2 | -9 | -17 | 0.5 | 0 | -0.9
COc1ccc(-c2ccc(-c3nc4c(c(=O)[nH]c(=O)n4Cc4ccccc4)n3C)o2)c([N+](=O)[O-])c1 | 8 | 3 | 3 | 0.4 | 90* | -5 | -0.2 | 55* | -1.0
Clc1ccc(OCc2nnc(-c3ccccc3Br)o2)c(Cl)c1 | 91* | -6 | 14 | -0.1 | -43 | -10 | 0.6 | 43* | 0.5
Cc1nc(C(=O)Nc2ccc(Cl)cc2)sc1C1(C)CC(c2ccccc2)=NO1 (configuration not stated) | -6 | -3 | -6 | 0.7 | 20 | 15 | nt | -6 | nt
CCOC(=O)c1sc(NC(=O)CSc2nnc(-c3ccco3)o2)c(C(=O)OCC)c1C | -33 | -3 | -25 | -1.5 | 19 | -10 | -0.3 | -21 | 0.8
CN1CCN(S(=O)(=O)c2ccc(N3CCN(C(=O)c4ccccc4)CC3)nc2)CC1 | -8 | -5 | 22 | 0.4 | -12 | -3 | -0.4 | -1 | -0.3
O=C(CNC1CCCCC1)NN=C(c1ccccc1)c1ccccc1 | 1 | -2 | 4 | -0.1 | 31 | 5 | 1.0 | -4 | 0.7
Nn1c(SCc2cccc(F)c2)nnc1-c1cccnc1 | 1 | 1 | 20 | -0.4 | -24 | 0 | -0.5 | -1 | 0.6
COC(=O)c1sc(S(=O)(=O)N2CCN(c3ccc(OC)cc3)CC2)c(C(=O)OC)c1C | 6 | -4 | 2 | 0.5 | 27 | -12 | 0.3 | -15 | -1.2
CCOCCn1c(CN2CCN(C)CC2)nc2c1c(=O)n(C)c(=O)n2C | -16 | -1 | 18 | 3.8 | -10 | -7 | nt | 4 | nt
Cc1cc(C)cc(-n2cc(C(=O)O)c(=O)cc2C)c1 | -6 | -45 | -4 | -0.2 | 3 | 8 | 0.8 | 1 | 0.6
O=C1CC2(CCCC2)CC(=O)N1c1ccccc1 | -3 | -3 | 15 | 2.5 | 2 | 3 | 0.1 | 0 | -1.4
Cc1ccccc1CN(CC(=O)Nc1cccc([N+](=O)[O-])c1)S(=O)(=O)c1ccc(Cl)cc1 | 3 | 3 | 15 | 1.8 | 51 | -6 | 0.6 | -73 | 0.0
COc1ccc(S(=O)(=O)N2CCOCC2)cc1NC(=O)CSc1nnc(C2CC2)n1N | -2 | 1 | -1 | -0.4 | 9 | -10 | 0.6 | 3 | 1.2
CSc1nc(C)cc(C)c1C#N | nt | -1 | 24 | -0.9 | nt | -12 | -0.5 | nt | -1.0
Cc1cc(C)n(-c2nc3ccccc3n3c(C)nnc23)n1 | -33 | 2 | 19 | -0.5 | -1 | -37 | -0.1 | -1 | -0.2
O=C(Cc1n[nH]c(=O)[nH]c1=O)N/N=C/c1cccc(O)c1 | 2 | 2 | -10 | 0.0 | 3 | -8 | 0.6 | -6 | -0.3

Exported as comma-separated lines: 2 of the compounds above.
SMILES,EBV gp42 inh,Runt-SMMHC FRET,PPC-1+TRAIL kill,TNF necrop inh,CHOP inh,MDM2 E3 inh,TRPML3 ag,p47phox inh,TRPN1 ag
CCOC(=O)/C=C/C(=O)OCC(=O)Nc1c(Cl)cccc1Cl,-15,-2,-6,1.8,-3,-7,1.0,0,-0.1
Cc1cccc(NC(=O)CCC(=O)OCC(=O)c2ccc(Oc3ccc([N+](=O)[O-])cc3)cc2)c1,-14,0,10,-1.0,10,nt,1.6,-13,1.8
